Screens (PubChem BioAssay)
zVAD death inh: inhibitors of zVAD-triggered necroptosis, primary screen, L929 cells | L929 zVAD necroptosis rescue, ATP luminescence, 24 h; with zVAD 60 µM | viability rescue, % at 10 µM | hit rate 0.38% among 220,000;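 active = activation, scaled between plate controls, above about 75%, limit read from the data; inactive = activation under that limit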;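 also: 0% = zVAD with DMSO and 100% = DMSO alone without zVAD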
Wee1 degr inh: Wee1 degradation inhibitors, primary screen, cell-based, HeLa, Wee1K328M-luciferase, luminescence; hit rate 1.2% among 220,000; reporter increase, % at 5 µM; Wee1-like protein kinase (Homo sapiens), P30291; AID 1321, 2008; HeLa Luc-Wee1K328M stability; 100% = proteasome inhibitor MG132 effect;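 active = activation above the mean of all tested compounds plus 3 SD, set per screening run, cut at about 8.8% in these data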;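 also: cells exposed to compound for 20 h before luminescence read; 0% = DMSO alone and 100% = MG132 at 30 µM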
TNF death inh: inhibitors of TNF-alpha triggered necroptosis, primary screen, cell-based, Jurkat FADD-/-, single concentration; hit rate 0.068% among 220,000; Jurkat FADD-/- TNF necroptosis rescue, ATP luminescence, 24 h; 0 = TNF only, 100 = no-TNF cells; activation (protection from cell death), % at 10 µM; AID 463075, 2010;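 active = activation, meaning protection from cell death, of at least 50% relative to plate controls; inactive = activation below 50%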;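 also: necroptosis triggered by 40 ng/mL TNF-alpha added together with compound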
PPC-1+TRAIL kill: compounds killing PPC-1 cancer cells with TRAIL present, primary screen, TRAIL potentiator project, ATPLite luminescence, uHTS; AID 1443, 2008; PPC-1 cells + TRAIL, ATPLite viability luminescence; hit rate 0.41% among 220,000; cell killing (% activity), % at 4 µM;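 active = cell killing above 50% in the first pass at 4 µM, then a duplicate retest at 5 µM averaging 50% or more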;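 also: plate controls were cells with TRAIL plus DMSO for no effect and medium-only wells lacking cells for full effect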
TbHK1 inh: Trypanosoma brucei hexokinase 1 inhibitors, primary screen, biochemical, G6PDH-coupled NADH absorbance, MLSCN library. hexokinase 1 [Trypanosoma brucei]. recombinant TbHK1, G6PDH-coupled NADH A340. inhibition, % at 10 µM. hit rate 0.11% among 220,000;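 active = inhibition of 50% or more in the single-dose primary screen; inactive = inhibition below 50%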
FXIIa inh 1536: human FXIIa protease inhibitors, primary screen, biochemical, 1536-well. AID 800, 2007. inhibition, % at 5 µM. Coagulation factor XII (Homo sapiens), P00748. purified FXIIa, Boc-QGR-AMC fluorogenic substrate, 2 h. hit rate 0.3% among 220,000; in the data active = inhibition above about 40%;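 also: 0% = enzyme with no compound and 100% = blank without enzyme; many of its hits are not listed in these tables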
Target sequence (P00748 20-372 limits assumed): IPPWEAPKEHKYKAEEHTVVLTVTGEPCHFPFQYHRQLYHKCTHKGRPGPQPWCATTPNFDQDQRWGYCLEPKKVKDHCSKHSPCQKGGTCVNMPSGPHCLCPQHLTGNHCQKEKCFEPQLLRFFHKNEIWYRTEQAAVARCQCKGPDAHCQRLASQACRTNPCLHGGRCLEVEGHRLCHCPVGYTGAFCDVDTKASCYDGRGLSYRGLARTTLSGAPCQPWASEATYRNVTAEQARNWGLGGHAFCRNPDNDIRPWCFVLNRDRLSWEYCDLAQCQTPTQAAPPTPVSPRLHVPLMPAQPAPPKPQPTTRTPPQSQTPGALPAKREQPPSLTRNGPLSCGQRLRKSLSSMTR
Target sequence (P00748 373-615 limits assumed): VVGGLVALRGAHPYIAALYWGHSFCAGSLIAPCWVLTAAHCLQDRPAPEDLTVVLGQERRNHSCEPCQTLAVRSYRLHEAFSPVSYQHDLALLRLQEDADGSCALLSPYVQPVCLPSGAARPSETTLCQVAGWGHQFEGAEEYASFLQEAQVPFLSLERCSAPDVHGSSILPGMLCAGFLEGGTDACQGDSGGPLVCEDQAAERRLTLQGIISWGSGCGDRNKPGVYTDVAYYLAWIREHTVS
CHOP inh: inhibitors of CHOP promoter induction, primary screen, cell-based, unfolded protein response, luciferase reporter. CHO-K1 CHOP-promoter luciferase, tunicamycin-induced, 15-18 h. inhibition, % at 10 µM. hit rate 3.8% among 220,000;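 active = compounds that reduced the stress-induced luciferase reporter signal by more than about 70% of percent inhibition, limit read from the data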;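 also: 0% = tunicamycin plus vehicle and 100% = wells without tunicamycin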
EP2 antag: human EP2 receptor antagonists, primary screen, TR-FRET cAMP, C6 glioma cells. Prostaglandin E2 receptor EP2 subtype (Homo sapiens), P43116. C6 glioma cells expressing human EP2; cells stimulated with saturating PGE2. inhibition, % at 25 µM. hit rate 0.52% among 260,000. AID 1422, 2008;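 active = percent inhibition above 40 after rounding to a whole number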;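 also: rat C6 glioma host cells with rolipram phosphodiesterase inhibitor present; the protocol text gives 20 µM as final concentration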
Target sequence (P43116 whole entry, looked up): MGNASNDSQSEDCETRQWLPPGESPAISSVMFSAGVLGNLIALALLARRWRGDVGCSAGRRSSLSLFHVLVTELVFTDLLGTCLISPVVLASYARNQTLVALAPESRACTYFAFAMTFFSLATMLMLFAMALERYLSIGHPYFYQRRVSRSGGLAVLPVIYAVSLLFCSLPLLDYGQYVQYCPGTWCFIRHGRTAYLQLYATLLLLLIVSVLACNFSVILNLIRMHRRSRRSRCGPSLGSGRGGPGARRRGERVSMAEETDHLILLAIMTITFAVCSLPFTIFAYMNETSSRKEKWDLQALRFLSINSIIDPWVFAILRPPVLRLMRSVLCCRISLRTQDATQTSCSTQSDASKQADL
FXIa inh: human FXIa protease inhibitors, primary screen, biochemical, 1536-well; AID 798, 2007; inhibition, % at 5 µM; purified FXIa, Boc-Glu-Ala-Arg-AMC fluorogenic substrate; hit rate 0.14% among 220,000; Coagulation factor XI (Homo sapiens), P03951;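 active = inhibition of at least 40%; inactive = inhibition below 40%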;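 also: fluorescence of freed AMC excited at 355 nm; 0% = enzyme without compound and 100% = no enzyme blank; many of its hits are not listed in these tables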
* = called active by the depositor; & = joins results of further samples. An excerpt (hit frequency here may not be typical).

`CCN(CC)CCN1C(=O)c2oc3ccccc3c(=O)c2C1c1ccc(C)cc1` (stereo not given) gave zVAD death inh -0.9, Wee1 degr inh 4.0, TNF death inh 0.7, PPC-1+TRAIL kill 7.3, TbHK1 inh -6.4, FXIIa inh 1536 23.4, CHOP inh 20.5, EP2 antag 1.5 and FXIa inh 17.4.
For O=C(CN1C(=O)c2ccccc2S1(=O)=O)N1CCN(c2cccc(Cl)c2)CC1 the results were zVAD death inh 0.0, Wee1 degr inh 2.9, TNF death inh 0.3, TbHK1 inh -5.9 and EP2 antag 10.2.
Screening COc1ccc2[nH]c(=O)c(CN(C(=O)c3cccnc3)c3ccccc3C)cc2c1 returned zVAD death inh -0.8, Wee1 degr inh 2.0, TNF death inh 2.2, PPC-1+TRAIL kill 17.5, TbHK1 inh -19.6, FXIIa inh 1536 14.5, CHOP inh 24.7, EP2 antag 3.5 and FXIa inh 1.5.
For O=C1C2C3C=CC(C4CC34)C2C(=O)N1/N=C/c1ccc([N+](=O)[O-])o1 (stereo not given) the results were zVAD death inh 3.6, Wee1 degr inh 3.1, TNF death inh -7.0, PPC-1+TRAIL kill 16.5, TbHK1 inh -33.7, FXIIa inh 1536 8.9, CHOP inh -81.5, EP2 antag 12.6 and FXIa inh -4.6.
For O=C(COC(=O)COc1ccc(Cl)cc1Br)NCc1cccs1 the results were zVAD death inh 2.1, Wee1 degr inh -1.4, TNF death inh 0.6, PPC-1+TRAIL kill 0.3, TbHK1 inh 2.9, FXIIa inh 1536 1.1, CHOP inh 44.2, EP2 antag 4.6 and FXIa inh -4.7.
`Cc1ccc(S(=O)(=O)/C(C#N)=C/c2c(N3CCC(C(N)=O)CC3)nc3ccccn3c2=O)cc1` gave zVAD death inh 0.3, Wee1 degr inh 0.3, TNF death inh 1.1, PPC-1+TRAIL kill -1.5, TbHK1 inh -11.7, FXIIa inh 1536 17.1, CHOP inh -18.7, EP2 antag 7.2 and FXIa inh 2.9.
Screening CS(=O)(=O)N1N=C(c2ccc(Br)cc2)CC1c1ccc2c(c1)OCO2 (stereo not given) returned zVAD death inh -0.4, Wee1 degr inh -0.6, TNF death inh -6.9, PPC-1+TRAIL kill 11.7, TbHK1 inh -9.3, FXIIa inh 1536 13.8, CHOP inh 3.9, EP2 antag 6.9 and FXIa inh -10.9.
`COc1ccccc1OCC(=O)Nc1ccc(S(=O)(=O)N2CCCCCC2)cc1` gave zVAD death inh 0.3, Wee1 degr inh -1.7, TNF death inh -4.0, PPC-1+TRAIL kill -1.3, TbHK1 inh 0.8, FXIIa inh 1536 12.2, CHOP inh 30.9, EP2 antag -1.2 and FXIa inh 0.5.
`CC(=O)OC(C(=O)NCc1ccc(F)cc1)c1ccccn1` (stereo not given) gave zVAD death inh 1.4, Wee1 degr inh -0.5, TNF death inh 0.9, PPC-1+TRAIL kill 6.1, TbHK1 inh -0.9, FXIIa inh 1536 7.5, CHOP inh -9.0, EP2 antag 13.3 and FXIa inh 0.1.
Screening COc1ccc(C(=O)Nc2ccccc2C(=O)NCCN2CCOCC2)cc1 returned zVAD death inh -0.3, Wee1 degr inh 2.4, TNF death inh 1.0, PPC-1+TRAIL kill 33.5, TbHK1 inh 0.4, FXIIa inh 1536 0.6, CHOP inh 1.6, EP2 antag 23.1 and FXIa inh 6.1.
For Cc1nc(Oc2cccc(Cl)c2)c2oc3ccccc3c2n1 the results were zVAD death inh 0.6, Wee1 degr inh -2.6, TNF death inh 0.2, PPC-1+TRAIL kill 10.5, TbHK1 inh -4.3, FXIIa inh 1536 10.8, CHOP inh 45.2, EP2 antag 9.5 and FXIa inh -15.1.
Screening Cc1cccc(N2CCN(C(=O)c3ccccc3NC(=O)C3CCCCC3C(=O)O)CC2)c1 (stereo not given) returned zVAD death inh 0.7, Wee1 degr inh -3.6, TNF death inh 0.5, PPC-1+TRAIL kill 9.5, TbHK1 inh -5.7, FXIIa inh 1536 3.7, CHOP inh 13.9, EP2 antag 9.5 and FXIa inh -3.0.
Screening COCCSc1ccccc1C(=O)Nc1ccc(Cl)cn1 returned zVAD death inh 0.0, Wee1 degr inh -0.9, TNF death inh 1.2, PPC-1+TRAIL kill 9.7, TbHK1 inh -1.7, FXIIa inh 1536 15.3, CHOP inh 7.5, EP2 antag 3.9 and FXIa inh 6.2.
`c1ccc2c(c1)OCC(c1nnc3sc(-c4ccc5c(c4)OCO5)nn13)O2` (stereo not given) gave zVAD death inh 0.0, Wee1 degr inh -2.6, TNF death inh -2.5, PPC-1+TRAIL kill -13.2, TbHK1 inh -9.2, FXIIa inh 1536 9.4, CHOP inh 85.6*, EP2 antag 14.7 and FXIa inh -7.7.
CN(C)CCCN1c2ccccc2CCc2ccccc21 was read as zVAD death inh -1.1, Wee1 degr inh -3.3, TNF death inh 0.3, PPC-1+TRAIL kill 41.9, TbHK1 inh 6.1, FXIIa inh 1536 5.7, CHOP inh 15.7&-9.1, EP2 antag 9.8&15.2&11.3 and FXIa inh 6.6.
CCOC(=O)c1ccc(N=C2SC(C(=O)NCCc3ccccc3)CC(=O)N2C)cc1 (stereo not given) was read as zVAD death inh 2.2, Wee1 degr inh -1.7, TNF death inh 0.3, PPC-1+TRAIL kill 3.6, TbHK1 inh -1.9, FXIIa inh 1536 -2.6, CHOP inh 40.8, EP2 antag 5.9 and FXIa inh -3.0.
`CC(=O)NC1(C2CCCCC2=O)CCCCC1` (stereo not given) gave zVAD death inh 0.3, Wee1 degr inh 0.7, TNF death inh 0.3, PPC-1+TRAIL kill 9.7, TbHK1 inh 1.8, FXIIa inh 1536 16.7, CHOP inh -1.8, EP2 antag 11.6 and FXIa inh -2.9.
COc1ccccc1N1CCN(S(=O)(=O)c2ccc3c4c(cccc24)C(=O)N3)CC1 was read as zVAD death inh 6.2, Wee1 degr inh 3.7, TNF death inh 2.4, PPC-1+TRAIL kill 2.1, TbHK1 inh -11.3, FXIIa inh 1536 18.0, CHOP inh 50.3, EP2 antag 8.7 and FXIa inh 6.4.
`Cc1ccn2cc(-c3cccc(NC(=O)c4cccs4)c3)nc2c1` gave zVAD death inh 0.6, Wee1 degr inh -0.5, TNF death inh -2.5, PPC-1+TRAIL kill 31.7, TbHK1 inh -3.1, FXIIa inh 1536 6.2, CHOP inh -16.5, EP2 antag 9.5 and FXIa inh -6.2.
For CN(CC(=O)Nc1ccc(F)cc1)C(=O)COc1ccc(C(=O)c2ccccc2)cc1 the results were zVAD death inh 2.5, Wee1 degr inh -2.1, TNF death inh 2.4, PPC-1+TRAIL kill -7.1, TbHK1 inh -3.2, FXIIa inh 1536 2.8, CHOP inh 30.3, EP2 antag 5.2 and FXIa inh -4.6.
NC(=S)Nc1nc2ccccc2[nH]c1=O was read as zVAD death inh 0.7, Wee1 degr inh 0.9, TNF death inh -1.7, PPC-1+TRAIL kill 4.6, TbHK1 inh -35.0, FXIIa inh 1536 24.0, CHOP inh 26.6 and FXIa inh 4.0.
`c1ccc(CSc2nnc(-c3ccco3)n2Cc2ccco2)cc1` gave zVAD death inh 0.5, Wee1 degr inh 2.3, TNF death inh -0.7, PPC-1+TRAIL kill 34.4, TbHK1 inh 10.0, FXIIa inh 1536 16.8, CHOP inh -32.8, EP2 antag 13.7 and FXIa inh -0.6.
For Cc1onc(-c2ccccc2Cl)c1C(=O)Nc1ccccc1 the results were zVAD death inh -0.1, Wee1 degr inh 0.5, TNF death inh -0.6, PPC-1+TRAIL kill 15.8, TbHK1 inh 1.5, FXIIa inh 1536 12.8, CHOP inh 4.6, EP2 antag 8.3 and FXIa inh 4.6.
Screening COc1ccc(C2=NN(c3ccccc3)C(c3cccs3)C2)cc1 (stereo not given) returned zVAD death inh 2.6, Wee1 degr inh 2.7, TNF death inh -0.5, PPC-1+TRAIL kill 20.8, TbHK1 inh -2.1, FXIIa inh 1536 -10.0, CHOP inh 4.8, EP2 antag 9.3 and FXIa inh -15.3.
Screening ClC1(Cl)CC1CSc1ncn[nH]1 (stereo not given) returned zVAD death inh 0.9, Wee1 degr inh 0.2, TNF death inh 0.3, PPC-1+TRAIL kill 10.2, TbHK1 inh 9.3, FXIIa inh 1536 18.1, CHOP inh 27.3, EP2 antag 2.4 and FXIa inh 24.1.
Cc1ccc(-n2c(SCC(=O)N3CCOCC3)nnc2-c2cccnc2)cc1C was read as zVAD death inh -0.4, Wee1 degr inh -2.4, TNF death inh -0.4, PPC-1+TRAIL kill -3.7, TbHK1 inh -3.6, FXIIa inh 1536 16.1, CHOP inh 11.2, EP2 antag 14.8 and FXIa inh 4.6.
O=C(Oc1ccc(/C=N/NC(=O)c2ccccc2O)cc1)c1ccccc1 was read as zVAD death inh -0.3, Wee1 degr inh 1.4, TNF death inh -2.3, PPC-1+TRAIL kill -3.0, TbHK1 inh -18.7, FXIIa inh 1536 8.3, CHOP inh 2.1, EP2 antag 30.9 and FXIa inh -9.3.
`O=C(CSc1ncn[nH]1)N1CCN(S(=O)(=O)c2ccc(Cl)cc2)CC1` gave zVAD death inh 0.1, Wee1 degr inh 1.2, TNF death inh 0.8, PPC-1+TRAIL kill 11.5, TbHK1 inh -2.6, FXIIa inh 1536 6.8, CHOP inh 35.2, EP2 antag 7.0 and FXIa inh -2.2.
`CCCNC(=O)C(CC)NS(=O)(=O)c1ccc(OC)cc1` (stereo not given) gave zVAD death inh 0.3, Wee1 degr inh -1.6, TNF death inh 0.8, PPC-1+TRAIL kill 4.8, TbHK1 inh 5.3, FXIIa inh 1536 5.7, CHOP inh 11.9 and FXIa inh -7.4.
`COCCNC(=O)CCCn1c(=O)c2ccccc2n(Cc2cccc([N+](=O)[O-])c2)c1=O` gave zVAD death inh 0.1, Wee1 degr inh -2.9, TNF death inh 1.2, PPC-1+TRAIL kill 4.8, TbHK1 inh -5.4, FXIIa inh 1536 4.2, CHOP inh -6.2, EP2 antag 7.1 and FXIa inh -5.0.
Screening O=C(NC(=S)Nc1ccccc1N1CCCC1)c1cccc(F)c1 returned zVAD death inh 2.1, Wee1 degr inh -0.3, TNF death inh 0.3, PPC-1+TRAIL kill 6.2, TbHK1 inh -1.3, FXIIa inh 1536 0.7, CHOP inh 37.1, EP2 antag 5.1 and FXIa inh -4.9.
For COc1ccc(CC(NC(C)=O)C(=O)N2CCN(C(=O)Nc3cccc(Cl)c3)CC2)cc1OC (stereo not given) the results were zVAD death inh -0.4, Wee1 degr inh -2.0, TNF death inh -0.9, PPC-1+TRAIL kill 6.9, TbHK1 inh 3.1, FXIIa inh 1536 14.3, CHOP inh -1.9, EP2 antag 6.9 and FXIa inh 6.9.
Cn1nc(C(F)(F)F)c(-c2cccc(C(F)(F)F)c2)c1NC(=O)Nc1ccc(F)cc1 was read as zVAD death inh -0.7, Wee1 degr inh -0.3, TNF death inh 2.3, PPC-1+TRAIL kill 29.2, TbHK1 inh -4.9, FXIIa inh 1536 7.5, CHOP inh -3.4, EP2 antag 10.9 and FXIa inh 0.3.
